aSyn tox rescue: alpha-synuclein toxicity suppression in yeast; S. cerevisiae alpha-synuclein toxicity rescue, BacTiter-Glo growth, 24 h; Potency, µM (titrated, usually from 46.1 µM), for inactives: at the highest dose growth rescue (activation), actives largely listed as activators; actives 0.02% (n = 94,000); active means well fitted activation curve with a large enough effect; inconclusive means small, poorly fitted or top-dose-only effect; further: 0% is about no effect
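Growth restoration measured by BacTiter-Glo luminescence after 24 hr at 30 deg C; alpha-synuclein yeast, raffinose-pregrown to mid-log, were added at OD600=0.02 in galactose medium onto pinned compounds.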
Numbers without * were called inactive; ? = inconclusive; & = joins results of further samples; [ ] = another dose, or the depositor's remark. Potency means the concentration at half of the fitted maximal effect. An excerpt; the hit share may differ from the screen's.

SMILES	aSyn tox rescue
Cc1nn(-c2cccc(Cl)c2)nc1C(=O)O	-9%
COc1ccc(C(=O)c2cn[nH]c2-c2ccc(C)cc2O)cc1	9%
COc1ccc2c(c1)Cc1sc(NC(=O)c3ccccc3C)nc1-2	-17%
Cc1ccccc1-c1ccnc2c(-c3ccc(F)cc3)c(C)nn12	-28%
COc1ccccc1CNS(=O)(=O)c1cc(Br)cc2c1N(C(C)=O)C(C)C2 (stereo not given)	-3%
CN1C(CC(=O)Nc2ccc(Br)cc2)c2ccccc2CC1(C)C (stereo not given)	6%
Cc1cc(C)c2c(n1)SCCN2C(=O)Nc1ccc(C(=O)Nc2ccc(C(C)C)cc2)cc1	6%
COc1cc(C(=O)N2CC(=O)Nc3ccc(C)cc3C2c2ccc(F)cc2)cc(OC)c1OC (stereo not given)	-15%
O=[N+]([O-])c1ccc(Cl)cc1N1CCOCC1	8%
C=CCN(c1ccccc1)S(=O)(=O)c1cc2c(cc1C)N(C)CCO2	7%
COc1ccc(CNC(=O)C2CCN(c3nnc(C)c4c(C)n(-c5ccc(C)cc5)nc34)CC2)cc1	-8%
Cc1cccn2c(=O)c3cc(S(=O)(=O)c4ccc(F)cc4)c(=N)n(Cc4ccco4)c3nc12	9%
Cc1ccc(S(=O)(=O)Nc2cc3c(cc2NCc2ccccc2)n(C)c(=O)n3C)cc1	-7%
Cc1cccc(CNC(=O)c2ccc(NC(=O)N3CC(C)Sc4ccccc43)cc2)c1 (stereo not given)	4%
COc1ccc(OC)c(CN2CCN(Cc3ccc(OC)c(OC)c3OC)CC2)c1	-8%
COc1ccc(/C=C(\NC(=O)c2ccccc2)C(=O)N2CCC(C)CC2)cc1	4%
Cc1noc(C)c1C(=O)Nc1nc2ccccc2s1	0%
COCCCNC1=C(C#N)C(=O)NC2(CCCC2)S1	-9%
COc1ccccc1NC(=O)C1=C(C)Nc2c(C(=O)Nc3ccc(F)cc3)cnn2C1c1ccc(Cl)cc1 (stereo not given)	11%
COc1ccc(Cl)cc1NC(=O)c1cc2nc(-c3ccc(C)cc3)cc(C(F)(F)F)n2n1	-1%
CCOC(=O)CCN(c1ccccc1)S(=O)(=O)c1ccc2[nH]c(=O)ccc2c1	4%
COc1ccc(NC(=O)Nc2c[nH]c(=O)[nH]c2=O)cc1	-2%
CCc1ccc(CNC(=O)Cc2c(C(=O)O)c(C)cn2C)cc1	1%
COc1ccc(C)cc1NC(=O)N1CCN(c2nnc(C)c3c(C)n(-c4ccccc4)nc23)CC1	0%
Cc1cccc(N2CCN(C(=O)Cn3nc(C)n4cccc4c3=O)CC2C)c1 (stereo not given)	2%&2%

Some of these compounds in order of heavy-atom count, rising:
SMILES	aSyn tox rescue
O=[N+]([O-])c1ccc(Cl)cc1N1CCOCC1	8%
COCCCNC1=C(C#N)C(=O)NC2(CCCC2)S1	-9%
CN1C(CC(=O)Nc2ccc(Br)cc2)c2ccccc2CC1(C)C (stereo not given)	6%
Cc1cccc(N2CCN(C(=O)Cn3nc(C)n4cccc4c3=O)CC2C)c1 (stereo not given)	2%&2%
Cc1cccc(CNC(=O)c2ccc(NC(=O)N3CC(C)Sc4ccccc43)cc2)c1 (stereo not given)	4%
Cc1cc(C)c2c(n1)SCCN2C(=O)Nc1ccc(C(=O)Nc2ccc(C(C)C)cc2)cc1	6%
COc1ccccc1NC(=O)C1=C(C)Nc2c(C(=O)Nc3ccc(F)cc3)cnn2C1c1ccc(Cl)cc1 (stereo not given)	11%

Of the compounds above, four contain a Cl atom.
SMILES	aSyn tox rescue
Cc1nn(-c2cccc(Cl)c2)nc1C(=O)O	-9%
O=[N+]([O-])c1ccc(Cl)cc1N1CCOCC1	8%
COc1ccccc1NC(=O)C1=C(C)Nc2c(C(=O)Nc3ccc(F)cc3)cnn2C1c1ccc(Cl)cc1 (stereo not given)	11%
COc1ccc(Cl)cc1NC(=O)c1cc2nc(-c3ccc(C)cc3)cc(C(F)(F)F)n2n1	-1%

More results
SMILES	aSyn tox rescue
CC(=O)N[C@H]1[C@H](OCc2ccccc2F)O[C@H](COC(C)=O)[C@@H](OC(C)=O)[C@@H]1OC(C)=O	6%
O=S(=O)(Nc1ccc(-c2ccc(N3CCOCC3)nn2)cc1)c1ccc(Cl)c(Cl)c1	0%
CS(=O)(=O)c1ncc(Cl)c(C(=O)N(Cc2ccc(Cl)cc2)Cc2ccco2)n1	-8%
COCCn1ccc2c(OCC(=O)NCCc3ccc(OC)c(OC)c3)cccc2c1=O	-4%
COc1ccc2c(-c3ccccc3)cc(SCC(N)=O)nc2c1	-8%
CCOc1ccccc1NC(=O)c1c(NC(=O)c2cccc(C)c2)sc2c1CCCC2	3%
CCOC(=O)c1cnc2c(C)c(Cl)ccc2c1Nc1ccc(C)cc1C	-19%
Cc1ccc(CNC(=O)c2ccc3c(c2)N(Cc2ccccc2F)C(=O)c2ccccc2S3(=O)=O)cc1	5%
COc1ccc(NC(=S)Nc2cccc(C)n2)cc1	-11%
CCOCCn1ccc2c(OCC(=O)Nc3cccc(F)c3)cccc2c1=O	3%
CC1CCN(C(=O)CSc2c(C(C)C)cnc3c2c(=O)n(C)c(=O)n3C)CC1	-5%
Cc1ccsc1CN(C(=O)c1oc2ccc(F)cc2c1C)C1CCS(=O)(=O)C1 (stereo not given)	23%
COc1ccc(OC)c(CCNC(=O)CN2C(=O)COc3ccc(S(=O)(=O)N4CCC(C)CC4)cc32)c1	3%
Cc1cc(NC(=O)c2cc(-c3ccc(Cl)c(Cl)c3)on2)n(-c2ccccc2)n1	-9%
CCN(CC1COc2ccccc2O1)C(=O)c1ccc(Cl)c(S(=O)(=O)N2CC(C)OC(C)C2)c1 (stereo not given)	-37%[inhibitor]
COc1ccc(CCNC(=O)c2c(C)oc3ncn(CC(C)C)c(=O)c23)c(OC)c1	-1%
CCOc1ccccc1CNCCNCC(C)O (stereo not given)	-17%
COc1ccccc1OCc1nc(-c2cccc(C)c2)no1	4%
O=C(OCc1ccc(Br)cc1)c1cc([N+](=O)[O-])ccc1N1CCOCC1	8%
Cn1c(SCC(=O)Nc2nc3ccccc3s2)ncc(C(=O)Nc2ccc(Cl)cc2)c1=O	6%
O=C(CCSCc1ccccc1Cl)N1CCN(c2cccc(Cl)c2)CC1	?
CCOC(=O)c1cn2nc(Oc3cccc(F)c3)ccc2n1	-11%
CCOc1ccccc1C(=O)Nc1nnc(CC)s1	7%
COc1ccc(C2C(O)C(c3c[nH]c4ccccc34)=NN2C(=O)CCl)cc1 (stereo not given)	0%
C/C(=N\N)c1c(-c2ccccc2)c2cc(Br)ccc2[nH]c1=O	-4%

Carrying on.
SMILES	aSyn tox rescue
Cc1cc(C)c2oc(-c3ccc(NC(=O)c4cc(Br)ccc4Cl)cc3)nc2c1	-1%
COc1ccc(S(=O)(=O)Nc2ccc3c(c2)sc(=O)n3C)cc1Cl	-7%
COc1ccccc1CNC(=O)CCCn1nc(C)c2c(C)n(-c3ccc(C)cc3)nc2c1=O	1%
Cc1cccc(N=N/C(=C\O)C(=O)c2cccs2)c1	-68%[inhibitor]
COc1ccccc1CNC(=O)CCC(=O)N1CC2CCCN2c2ccccc21 (stereo not given)	-3%
COc1ccccc1Nc1nc(Cl)nc(Nc2ccccc2OC)n1	-2%
CC(CNC(=O)CN1C(=O)COc2ccc(S(=O)(=O)N3CCCCC3)cc21)c1ccccc1 (stereo not given)	2%
CCN(CC)S(=O)(=O)c1ccc(Cl)c(NC(=O)c2ccncc2)c1	2%
COc1ccc(Cl)cc1NC(=O)CSc1sc2c(O)cc(=O)[nH]c2c1C#N	-1%
COc1ccc(C(=O)NC2CCN(C(=S)Nc3cccc(C)c3C)CC2)cc1	2%
COc1ccc(C(=O)Nc2ccccc2C(=O)N2CCOCC2)cc1OC	-2%
CCCc1cc(CN(C)C(=O)c2ccc(OC3CCN(C(C)=O)CC3)c(OC)c2)[nH]n1	7%
O=C(CCCn1c(SCc2cc(=O)n3cc(Cl)ccc3n2)nc2ccccc2c1=O)NCC1CCCO1 (stereo not given)	1%
CN(CCc1ccccn1)C(=O)c1cccnc1Oc1ccc(Cl)cc1	1%
O=c1c2cc3c(nc2ncn1Cc1ccc(Cl)cc1)CCCC3	7%
Cc1ccn2c(=O)c(C(=O)NCCc3ccccc3)c(O)nc2c1	3%
CCC1CN(C(=O)N2CCC(C(=O)Nc3ccccc3F)CC2)c2ccccc2O1 (stereo not given)	1%
CCOC(=O)N1CCc2c(sc3c2c(=O)n(CCc2ccccc2)c(=O)n3CC(=O)Nc2cccc(C)c2)C1	0%
S=c1[nH]cc(-c2ccccc2)[nH]1	16%
O=c1cc(N2CCCCCC2)[nH]c(=O)n1-c1ccc(Cl)cc1	-1%
Cc1c(-c2csc(N)n2)c2ccccc2n1C	-8%
O=C(CCC(=O)N1CCSc2ccccc21)NCc1ccccc1Cl	16%
O=C(Nc1cccc(OCc2cc(=O)n3ccccc3n2)c1)c1ccccc1Br	-4%
COc1cccc(CNC(=O)Cc2ccc(NC3=NC4CS(=O)(=O)CC4S3)cc2)c1 (stereo not given)	2%
C[C@H]1CN([C@@H](C)CO)S(=O)(=O)c2ccc(Br)cc2O[C@H]1CN(C)C(=O)C1CCC1	-9%

Next part; the last two above are carried over.
SMILES	aSyn tox rescue
COc1cccc(CNC(=O)Cc2ccc(NC3=NC4CS(=O)(=O)CC4S3)cc2)c1 (stereo not given)	2%
C[C@H]1CN([C@@H](C)CO)S(=O)(=O)c2ccc(Br)cc2O[C@H]1CN(C)C(=O)C1CCC1	-9%
COc1cc(OC)c(NC(=O)C2=C(C)C(=O)OC23CCCCCC3)cc1Cl	4%
COc1ccc(CCNS(=O)(=O)c2ccc3c(c2)c(=O)n(C)c(=O)n3C)cc1OC	-6%
CC(Sc1nnc(NC2CCCCC2)s1)C(=O)N1CCOCC1 (stereo not given)	-5%
CCc1ccc(N2CCn3c2nc2c3c(=O)n(CCCc3ccccc3)c(=O)n2C)cc1	1%
CSc1ccc(CCNC(=O)Cn2ncn3c(cc4ccccc43)c2=O)cc1	-5%
Cc1nc(Oc2ccccc2)c2ccccc2n1	0%
CCCc1cc(C(=O)Nc2cccc(Cl)c2)no1	-3%
CC(C)COc1ccc(C(=O)N2CCC(c3nc4ccccc4s3)CC2)cc1	?
O=C(NCCC1=CCCCC1)C1CCN(C(=O)Cc2ccccc2)CC1	7%
Cc1ccc(C(=O)Nc2cc3cc(Cl)ccc3oc2=O)cc1	1%
CCC(CC)C(=O)Nc1ccc(S(=O)(=O)N2CCC(c3nc4ccccc4s3)CC2)cc1	-2%
CCOC(=O)c1c(NC(=O)c2cc(-c3ccc(Cl)cc3)on2)sc(C)c1C	-1%
COc1ccc(CNc2nc(SCc3ccccc3Cl)nc3ccccc23)cc1	-41%[inhibitor]
Fc1ccc(Nc2ncnc3onc(-c4cccc(Cl)c4)c23)c(F)c1	-5%
COc1cc2c(cc1NS(=O)(=O)c1cccc(C#N)c1)n(C)c(=O)n2C	-12%
CCN(CC)C(=O)C1=C(C)Nc2nc3ccccc3n2C1c1cccc(OC)c1 (stereo not given)	26%
CC(=O)N1CCc2cc(S(=O)(=O)NC(Cc3ccccc3)C(=O)Nc3cc(C)ccc3C)ccc21 (stereo not given)	1%
CCOc1ccc(NC(=O)c2cc3nc(-c4ccc(OC)cc4)cc(C(F)(F)F)n3n2)cc1	-3%
O=C(O)C1CC=CCC1C(=O)NNc1c(Cl)cc(Cl)cc1Cl (stereo not given)	-5%
CCOc1ccc(CCNC(=O)c2ccc3nc(N4CCOCC4)sc3c2)cc1OCC	-11%
Cc1c(Cl)ccc2sc(NC(=O)c3ccco3)nc12	3%
CC1CCN(CC2CCN(C(=O)NCc3ccccc3)CC2)CC1	-3%
CCN(CC)S(=O)(=O)c1ccc2c(c1)N(CC(=O)N1CCN(c3cccc(OC)c3)CC1)C(=O)CO2	2%
Cc1c(C(=O)N(Cc2ccc(N(C)C)cc2)CC2CCCO2)oc2ccc(Br)cc12 (stereo not given)	12%
CC(=O)Nc1ccc(NC(=O)CSc2nc3ccccc3nc2N2CCCCC2)cc1	4%&5%

(listing goes on)
SMILES	aSyn tox rescue
CN(C)S(=O)(=O)n1cc(/C=C(\NC(=O)c2ccccc2F)C(=O)N2CCCCC2)c2ccccc21	-4%
CC(C)N(CCCNC(=O)Cn1ncc2c([nH]c3ccccc32)c1=O)Cc1ccccc1	5%
COc1ccccc1NS(=O)(=O)c1cc(NC(=O)CC(C)(C)C)ccc1N1CCOCC1	-5%
COC(=O)c1c(-c2cccs2)csc1NC(=O)COc1c(C)ccc(C)c1C	2%
CCCS(=O)(=O)c1nc(S(=O)(=O)c2ccc(C)cc2)c(NC)s1	-1%
CC(=O)c1c(C)[nH]c(C(=O)OCC(=O)Nc2ccc3[nH]c(=O)[nH]c3c2)c1C	-5%
CCc1ccc(NC(=O)C2=CC(c3cccs3)=NS(=O)(=O)N2C)cc1	7%&-17%
O=C(CCc1nnc(C2CCCCC2)o1)N1CCCCC1CCn1cccn1 (stereo not given)	-5%
O=C(NCC(c1ccco1)S(=O)(=O)c1cccs1)c1c(F)cccc1F (stereo not given)	0%
O=C(NCCCN1CCN(CCCNC(=O)c2cc([N+](=O)[O-])ccc2Cl)CC1)c1cc([N+](=O)[O-])ccc1Cl	7%
NC(=S)N/N=C/c1cn(CCC(=O)O)nc1-c1cccc(Br)c1	12%
COc1ccc(CCNC(=O)CSC2=Nc3ccccc3C3=NC(CCC(=O)NCc4ccccc4)C(=O)N23)cc1OC (stereo not given)	-3%
Cn1c(=O)c(=O)n(C)c2cc(S(=O)(=O)Nc3ccc(Cl)c(C(F)(F)F)c3)ccc21	1%
CCc1cc2c(cc3c(=O)n(CC(=O)NC4CCCCC4)nc(CC)n32)s1	-3%
CCN(CC(=O)Nc1c(F)cccc1F)C(=O)CSc1ccccc1	-3%
CC(C(=O)Nc1ccccc1-c1ccccc1)N(C)Cc1nc2ccccc2c(=O)[nH]1 (stereo not given)	-1%
O=c1cc(CCl)nc2scc(-c3ccccc3)n12	-1%
CC(C)OCCCNC(=O)C(=O)Nc1ccc2nc3n(c(=O)c2c1)CCCCC3	5%

Single values from the list:
Under aSyn tox rescue, CCc1ccc(NC(=O)C2=CC(c3cccs3)=NS(=O)(=O)N2C)cc1 is listed with 7%&-17%
Under aSyn tox rescue, CCN(CC(=O)Nc1c(F)cccc1F)C(=O)CSc1ccccc1 is listed with -3%

Compound activity (PubChem BioAssay)
